Screening results as filed in PubChem BioAssay.
MITF inh: blocks human microphthalmia-associated transcription factor | O75030 | AlphaScreen MITF homodimerization, bead proximity signal | inhibition, % at 2.6 µM | actives 0.91% (n = 650,000); in the data active = inhibition above about 50%;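 also: 0% = vehicle wells with protein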
Target sequence (O75030 whole entry, looked up): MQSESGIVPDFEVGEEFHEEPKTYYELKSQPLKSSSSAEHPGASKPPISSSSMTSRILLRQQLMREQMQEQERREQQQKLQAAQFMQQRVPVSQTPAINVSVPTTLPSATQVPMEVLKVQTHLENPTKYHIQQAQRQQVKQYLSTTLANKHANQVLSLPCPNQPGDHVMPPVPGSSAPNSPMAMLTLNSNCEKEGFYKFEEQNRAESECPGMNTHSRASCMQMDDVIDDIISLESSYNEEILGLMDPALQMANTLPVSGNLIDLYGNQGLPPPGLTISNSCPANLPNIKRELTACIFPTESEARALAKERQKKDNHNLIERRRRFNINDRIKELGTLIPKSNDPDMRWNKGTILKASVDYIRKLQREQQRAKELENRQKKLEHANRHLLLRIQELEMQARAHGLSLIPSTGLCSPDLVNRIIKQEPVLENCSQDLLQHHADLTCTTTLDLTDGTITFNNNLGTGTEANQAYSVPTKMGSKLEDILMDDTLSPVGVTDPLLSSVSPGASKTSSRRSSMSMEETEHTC
FBW7 activator: activators of human E3 ligase FBW7; Q969H0; AlphaScreen FBW7–phospho-cyclin E peptide binding, activator screen; normalized activity (activation), % at 26.1 µM; actives 0.13% (n = 650,000); in the data active = normalized activity above about 1.9%;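 also: purified mutant Fbw7 with reduced substrate affinity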
GPR151 activ: activates the human receptor GPR151. PathHunter beta-arrestin GPR151 cells, luminescence. activation, % at 11.2 µM. actives 1% (n = 650,000); in the data active = activation above about 4.9%;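 also: 0% = median of compound wells and 100% = cells with positive control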
Target sequence (Q8TDV0 whole entry, looked up): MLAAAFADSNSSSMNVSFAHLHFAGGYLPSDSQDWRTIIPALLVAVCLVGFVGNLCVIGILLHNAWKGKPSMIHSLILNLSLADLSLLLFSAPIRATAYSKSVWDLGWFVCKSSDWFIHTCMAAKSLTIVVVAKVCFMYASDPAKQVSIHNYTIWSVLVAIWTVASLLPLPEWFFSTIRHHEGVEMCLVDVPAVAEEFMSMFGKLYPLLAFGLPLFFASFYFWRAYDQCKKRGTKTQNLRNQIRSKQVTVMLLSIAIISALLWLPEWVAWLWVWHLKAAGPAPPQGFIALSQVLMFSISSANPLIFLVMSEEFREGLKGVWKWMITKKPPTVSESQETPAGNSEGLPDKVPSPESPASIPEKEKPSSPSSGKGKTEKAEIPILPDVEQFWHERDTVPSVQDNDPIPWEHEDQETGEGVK
TEAD-YAP inh: TEAD-YAP interaction inhibition; actives 1.4% (n = 640,000); inhibition, % at 9.12 µM; HEK-TIYL cells, TEAD-Gal4/YAP UAS-luciferase luminescence; in the data active = inhibition above about 32%;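 also: 0% = median of test compound wells and 100% = reference inhibitor wells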
* hit, by the source's call.

item	Structure	TEAD-YAP inh	FBW7 activator	GPR151 activ	MITF inh
1	OCCC1CN(Cc2cccn2-c2ccccn2)CCN1CC1CCCCC1 (stereo unspecified)	-17	-0.1	-1.4	8
2	COC(=O)c1ccc(C(=O)OC)c(NC(=O)CCC2CCCCC2)c1	-3	0.0	-1.7	-13
3	Cc1noc2nc(-c3ccccc3)cc(C(F)(F)F)c12	-1	0.2	1.1	-16
4	CCCC(=O)C1=C(O)C(C(=O)OC)C(C)(C)C/C1=N\c1nc2ccccc2[nH]1 (stereo unspecified)	-3	0.0	1.0	-23
5	Cc1ccc(OCC(=O)NNC(=O)c2ccc(O)cc2O)c(C)c1	-11	-0.1	0.0	-27
6	COc1ccc(-c2cnc3ccc(NCCCO)nn23)cn1	9	0.4	2.2	12
7	O=C1c2ccccc2NC(c2ccccn2)N1NS(=O)(=O)c1ccccc1 (stereo unspecified)	-1	0.0	-0.5	-3
8	COc1ccc(CNC(=O)/C(C#N)=C\c2c(OC)ccc3ccccc23)cc1	1	-0.1	-1.6	19
9	COc1cc(Br)cc2cc(C(=O)NC(C)(C)C)c(=O)oc12	1	-0.2	1.4	15
10	Cc1c(C(=O)Nc2cccc(Cl)c2)sc2nc3n(c(=O)c12)CCCC3	-44	-0.1	0.0	-2
11	CCC1CN(Cc2ncc[nH]2)Cc2cc(OC)ccc2O1 (stereo unspecified)	5	0.0	1.1	-5
12	Cc1ccc(/C=C/C(=O)O)cc1S(=O)(=O)NCc1cccnc1	4	0.2	0.0	15
13	COc1cccc(-c2csc(NC(=O)c3cn(C)nc3OC)n2)c1	1	0.1	1.7	14
14	COc1ccc(/C(C)=N/Nc2ccc(F)cc2F)cc1	-4	0.3	0.5	-3
15	O=[N+]([O-])c1ccc(Cc2ncccc2O)cc1	4	0.0	0.1	11
16	CCOc1ccc2nc(CN3CCN(C4CCN(C(C)C)CC4)C(CCO)C3)ccc2c1 (stereo unspecified)	1	-0.1	3.2	-4
17	S=c1oc2cc(Cl)ccc2n1CNc1nccs1	12	0.3	1.4	-4
18	COc1ccc(/C=C/C(=O)Nc2sc3c(c2C#N)CC(C)(C)OC3)cc1OC	6	0.0	-0.3	1
19	O=C(Nc1ccc2ccccc2c1)c1ccc(I)o1	-74	0.9	0.0	-2
20	COc1cc(Nc2cc(Nc3nc4ccccc4n3C)nc(N)n2)cc(OC)c1OC	-10	0.3	-1.4	10

Part of the list above in order of SMILES length, high to low.
item	Structure	TEAD-YAP inh	FBW7 activator	GPR151 activ	MITF inh
16	CCOc1ccc2nc(CN3CCN(C4CCN(C(C)C)CC4)C(CCO)C3)ccc2c1 (stereo unspecified)	1	-0.1	3.2	-4
1	OCCC1CN(Cc2cccn2-c2ccccn2)CCN1CC1CCCCC1 (stereo unspecified)	-17	-0.1	-1.4	8
3	Cc1noc2nc(-c3ccccc3)cc(C(F)(F)F)c12	-1	0.2	1.1	-16
6	COc1ccc(-c2cnc3ccc(NCCCO)nn23)cn1	9	0.4	2.2	12
19	O=C(Nc1ccc2ccccc2c1)c1ccc(I)o1	-74	0.9	0.0	-2

Screen by screen, quoted from above:
FBW7 activator, compounds 2–5 → 0.0, 0.2, 0.0, -0.1
MITF inh, compounds 2–5 → -13, -16, -23, -27
GPR151 activ, compounds 2–5 → -1.7, 1.1, 1.0, 0.0

Going on with the list:
item	Structure	TEAD-YAP inh	FBW7 activator	GPR151 activ	MITF inh
21	CCC1CCCCN1CCCNC(=O)CCC(=O)N1CCOc2ccc(Cl)cc21 (stereo unspecified)	6	0.1	2.2	5
22	CCN(CC)CCn1c2c(c(SCC(=O)Nc3ccc(Cl)cc3)nc1=O)CCC2	13	0.0	0.1	-4
23	c1ccc(CNc2cccc3nonc23)cc1	-7	0.5	4.5	-32
24	COc1cc(S(=O)(=O)N(Cc2ccccn2)Cc2ccco2)ccc1-n1cnnn1	4	0.3	-0.3	9
25	N=C1/C(=C/c2ccccc2)C(=O)N=C2SC=C(c3ccccc3)N12	-16	0.3	-2.4	18
26	CCOC(=O)c1c(NC(=O)/C=C/c2cccs2)sc(C(=O)N(C)C)c1C	3	0.2	1.3	5
27	COc1ccc(CCN(C)C2CCCN(C(=O)NCCc3ccccc3)C2)cc1OC (stereo unspecified)	-6	0.3	-0.4	17
28	O=S(=O)(c1ccc(F)cc1)N1CCSC1c1ccccc1Cl (stereo unspecified)	-4	0.5	0.3	14
29	COC(=O)C1=C(C)Nc2[nH]c(=O)[nH]c(=O)c2C1c1ccc(OC)cc1 (stereo unspecified)	8	-0.1	-0.7	-4
30	COc1cc(-c2[nH]nc3c2C(c2cccc(Br)c2)C(C#N)=C(N)O3)cc(OC)c1OC (stereo unspecified)	10	-0.1	-1.1	-10
31	CCc1ccc(OCC2c3cc(OC)c(OC)cc3CCN2C(=O)C(CC)CC)cc1 (stereo unspecified)	-6	0.3	-1.3	14
32	COc1ccc(/C=N\NC(=O)c2ccn[nH]2)cc1OC	-49	-0.1	0.7	-1
33	COCCN1C=C(C(=O)OC)C(c2cc(OC)c(OC)c(OC)c2)C(C(=O)OC)=C1	-1	0.1	0.5	9
34	Cc1cc(NC(=O)c2ccc(N(C)S(=O)(=O)c3ccccc3)cc2)no1	-6	-0.2	0.8	-16
35	COc1ccc(CN2CCN3C(=O)[C@H](CC(C)C)NC(=O)[C@H]3C2)cc1	7	0.0	0.6	1
36	O=c1c2ccccc2nc(SCc2cccnc2)n1Cc1ccco1	5	-0.1	1.3	11
37	COc1ccc(C(=O)Nn2c(-c3cccs3)nc3ccccc3c2=O)c(OC)c1	15	0.0	1.7	3
38	C/C(=N\NC(=O)/C(=C/c1ccc(N(C)C)cc1)NC(=O)c1ccccc1)c1ccccc1O	2	-0.1	-0.5	11
39	Cc1cc(C)n2nc(SCC(=O)NCCc3ccccc3)nc2n1	-42	0.3	4.6	17
40	CCC(C)NC(=O)CN(c1ccccc1C)S(=O)(=O)c1ccccc1 (stereo unspecified)	5	0.2	-0.3	18
41	O=C(Nc1ccccc1C(=O)O)c1cccc(N2C(=O)c3ccc(Oc4cccc([N+](=O)[O-])c4)cc3C2=O)c1	4	0.0	0.2	10
42	CCCN(CCC)C(=O)c1c(NC(=O)c2ccccc2F)sc2c1CCC2	2	0.1	-1.4	-9
43	CC1CCN(S(=O)(=O)c2ccc(C(=O)Nc3ccc4c(c3)C(=O)NC4=O)cc2)CC1	3	-0.1	-1.6	8
44	COc1ccc(N(C(=O)COc2ccccc2C)S(=O)(=O)c2ccc(C)cc2)cc1	10	0.0	1.7	-2
45	Cc1cc(=O)oc2cc(OCc3ccccc3Cl)ccc12	-42	0.1	1.0	13
46	C=C1c2ccc(C)cc2NC(=O)N1c1ccccc1	1	0.9	-0.3	14
47	CC(=O)c1ccc(C(=O)N2CCOc3ccc(C(C)(O)CN(C)C)cc3C2)cc1 (stereo unspecified)	-2	0.1	-1.6	4
48	COc1ccc(S(=O)(=O)NCCNc2nc3ccc(C)cc3cc2C#N)cc1	-2	0.0	-0.9	6
49	COc1cc(-c2cnc3[nH]c(=O)n(CC(C)C)c3n2)cc(OC)c1OC	-11	-0.4	0.9	15
50	C/C=C/c1ccc(OCC(=O)Nc2cccc(NC(C)=O)c2)c(OC)c1	-44	-0.1	2.0	-1
51	N#C/C(=C\c1cccnc1)C(=O)Nc1ccc(C(=O)O)cc1	1	0.3	-0.6	1
52	O=C(CSc1nnnn1-c1ccccc1)Nc1nncs1	8	0.6	-0.5	14
53	COC(=O)c1ccccc1NC(=O)Nc1ccc(C)cn1	0	0.2	0.7	23
54	COc1cccc(CC(=O)Nc2cnc3cnc(-c4cccc(CO)c4)cn23)c1	8	0.3	-0.7	17
55	COc1cc(OC)cc(C(=O)Nc2c(C(=O)Nc3ccccc3OC)oc3ccccc23)c1	6	-0.2	0.1	6
56	CC1=NN(c2ccc(C(=O)OC(C)C)cc2)C(=O)/C1=C\c1ccc(-c2ccc(Cl)cc2)o1	-7	-0.1	0.4	-6
57	Cc1sc2ncn3c(=S)[nH]nc3c2c1-c1ccc(F)cc1	1	0.1	-0.1	0
58	O=C(NCc1ccccn1)c1ccc(-c2ccccc2)s1	-10	-0.2	-2.0	3
59	O=C(Nc1cc(Cl)cc(Cl)c1)c1ccc(F)c(S(=O)(=O)N2CCCCC2)c1	0	0.1	3.8	4
60	O=c1c2cn[nH]c2nc(SCc2ccc(C(F)(F)F)cc2)n1-c1ccccc1	-11	0.7	-1.6	9
61	CC(C)N(C(=O)COC(=O)c1ccc2c(c1)S(=O)(=O)c1ccccc1C2=O)C(C)C	12	0.1	0.4	4
62	COc1cc(C2C(C#N)=C(N)N(c3cccc([N+](=O)[O-])c3)C3=C2C(=O)CCC3)cc(OC)c1OC (stereo unspecified)	3	-0.3	-0.3	1
63	COc1cccc(OCCCCNC(C)(C)C)c1	3	0.1	0.8	6
64	COc1ccccc1NC(=O)C/C(N)=N/OCC(=O)Nc1cccc(Cl)c1	17	-0.1	-0.7	7
65	c1cnc(SCCN2CCCC2)c(-c2nc3ccccc3[nH]2)c1	-2	0.3	0.0	0
66	CC1=CC23C(=O)C(C=C(CO)[C@@H](O)[C@]2(O)[C@H]1O)[C@H]1[C@@H](C[C@H]3C)C1(C)C (stereo partly specified)	-10	0.1	-1.4	-3
67	CCCCc1ccc(NC(=O)C(=O)NCc2ccc3c(c2)OCO3)cc1	8	1.4	-0.9	13
68	CC(=O)c1ccc(N2CCN(C3C4CC5CC(C4)CC3C5)CC2)cc1 (stereo unspecified)	-20	0.7	-0.8	-1
69	CCOc1cc(CNCc2ccccc2)c(Cl)cc1OC	4	0.2	-2.1	14
70	Cc1nn(CCC#N)c2[nH]c(=O)cc(C(F)(F)F)c12	10	-0.1	0.1	3
71	COC(=O)c1cc2c(nc1SCC(=O)CC#N)CCC2	-8	-0.1	-0.9	8
72	CCN(CC)S(=O)(=O)c1ccc(Oc2ccc(F)c(Cl)c2)nc1	-1	0.1	1.2	-1
73	O=C(NCc1ccco1)c1oc(=O)c2ccccc2c1-c1ccccc1	4	-0.1	0.4	13
74	CC(C(=O)N1c2ccccc2CCc2ccccc21)n1nnc(-c2cccnc2)n1 (stereo unspecified)	-21	0.1	0.0	-1
75	COc1cc(/C=c2/sc3nc4ccccc4n3c2=O)ccc1OCc1ccccc1C	2	-0.2	0.7	9
76	CCOC(=O)CNC(c1ccccc1)c1cc(Br)ccc1NC(=O)c1ccc(Br)cc1 (stereo unspecified)	6	-0.1	0.5	11
77	CC[n+]1c(S(=O)(=O)O)ccc2cc(C)ccc21	-6	-0.1	0.9	2
78	C/C(=N/NC(=O)c1ccccn1)c1cccs1	66*	0.1	-5.3	-10
79	OC1CCN(c2ccnc3c(-c4ccc(Oc5ccccc5)cc4)cnn23)CC1	0	-0.4	-1.0	-7
80	Cc1cc(NC(=O)c2ccc(CN3CCOCC3)cc2)ccc1Br	29	0.5	0.4	9

Next part
item	Structure	TEAD-YAP inh	FBW7 activator	GPR151 activ	MITF inh
81	COc1ccc(NC(=O)CSc2nnc3c4ccccc4n(C)c3n2)cc1	5	0.1	-1.2	1
82	Cc1ccc(N(CN2CCCC2=O)C(=O)c2ccc(C)c(C)c2)cc1	-7	0.0	-1.0	-5
83	CSc1nc2ccc(NS(=O)(=O)c3ccccc3F)cc2s1	-5	0.1	2.6	-6
84	Cc1ccc(C)c(CN2CCOc3ccc(CN4CCCC(C(N)=O)C4)cc3C2)c1 (stereo unspecified)	-5	-0.1	-1.6	-9
85	COc1ccc(/C=C2/C(=O)N(c3ccc(Cl)c(Cl)c3)N=C2C)cc1[N+](=O)[O-]	-3	-0.2	0.6	7
86	C/C(=N\NC(=O)c1ccc(Br)o1)c1c(O)cc(C)oc1=O	-42	0.6	1.3	-11
87	COc1ccc(C(=O)NC(=S)NNC(=O)c2ccccc2O)cc1	-9	-0.5	1.4	6
88	NNC(=O)c1ccc(-c2ccc([N+](=O)[O-])cc2)o1	7	0.0	0.0	-2
89	CCc1ccccc1NC(=O)c1ccccc1F	14	0.2	-1.4	7
90	Cc1nnc(SCC(=O)Nc2ccc(C(C)(C)C)cc2)s1	-14	0.1	-1.8	-5
91	CN(C)CC(=O)Nc1ccccc1Cl	-1	0.0	0.0	-13
92	C=CC[n+]1c(C)csc1Nc1cccc(C)c1	-11	-0.4	0.0	-5
93	NC(=O)c1ccc(N=Cc2cc(Br)ccc2O)cc1	-3	-0.1	2.3	-5
94	C/C(CC(=O)N(C(C)C)C(C)C)=N\NC(=O)c1ccc(Cl)cc1	-18	0.0	2.2	-4
95	CCCC(=O)N1c2cc(OC)ccc2C2=C(SC(C(=O)OC)=C(C(=O)OC)C23SC(C(=O)OC)=C(C(=O)OC)S3)C1(C)C	5	0.8	-2.0	21
96	CCOC(=O)CSC1=C(C#N)C(c2ccccc2Cl)C(C(=O)OC)C(=O)N1 (stereo unspecified)	-3	0.0	0.8	-18
97	CCCNC(=O)C1CCN(C(=O)N2CC(C)Oc3ccccc32)CC1 (stereo unspecified)	5	0.1	-2.0	-5
98	Cc1ccc(/C=C/C2=NC(=C\c3cccc(Cl)c3Cl)/C(=O)O2)cc1	-2	-0.1	0.6	-4
99	Cc1c(C(=O)Nc2ccc(F)c(Cl)c2)sc2ncn(CC(=O)N3CCCCC3)c(=O)c12	-12	0.1	1.6	8
100	O=C(/C=C/c1ccc2c(c1)OCO2)NC1CCSC1=O (stereo unspecified)	-32	0.0	0.4	0

Reformatted as labelled records: entries from further up
91. CN(C)CC(=O)Nc1ccccc1Cl
  TEAD-YAP inh = -1 | FBW7 activator = 0.0 | GPR151 activ = 0.0 | MITF inh = -13

92. C=CC[n+]1c(C)csc1Nc1cccc(C)c1
  TEAD-YAP inh = -11 | FBW7 activator = -0.4 | GPR151 activ = 0.0 | MITF inh = -5
